Screening results (PubChem)
mcGAS inh: inhibitors of mouse cGAS; recombinant cGAS, Kinase-Glo ATP depletion luminescence; inhibition, % at 12.5 µM; 160,000 tested, 0.15% active; AID 1259399;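 note: 0% = negative control wells and 100% = reference inhibitor with no enzyme activity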
NPYLR7 ag: activates Aedes aegypti NPYLR7 receptor; activation, % at 10 µM; 270,000 tested, 0.15% active; HEK293T NPYLR7/Galpha15, GCaMP6s calcium fluorescence; in the data active = activation above about 40%;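 note: 0% = vehicle and 100% = reference agonist at the receptor; some compounds past the cut are filed as inactive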
hcGAS lum: inhibitors of human cGAS | Q8N884 | recombinant h-cGAS, ATP depletion, Kinase-Glo luminescence | inhibition, % at 12.5 µM | 290,000 tested, 0.081% active;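 note: 0% = vehicle reaction and 100% = reaction without DNA for no activity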
Target sequence (Q8N884 whole entry, looked up): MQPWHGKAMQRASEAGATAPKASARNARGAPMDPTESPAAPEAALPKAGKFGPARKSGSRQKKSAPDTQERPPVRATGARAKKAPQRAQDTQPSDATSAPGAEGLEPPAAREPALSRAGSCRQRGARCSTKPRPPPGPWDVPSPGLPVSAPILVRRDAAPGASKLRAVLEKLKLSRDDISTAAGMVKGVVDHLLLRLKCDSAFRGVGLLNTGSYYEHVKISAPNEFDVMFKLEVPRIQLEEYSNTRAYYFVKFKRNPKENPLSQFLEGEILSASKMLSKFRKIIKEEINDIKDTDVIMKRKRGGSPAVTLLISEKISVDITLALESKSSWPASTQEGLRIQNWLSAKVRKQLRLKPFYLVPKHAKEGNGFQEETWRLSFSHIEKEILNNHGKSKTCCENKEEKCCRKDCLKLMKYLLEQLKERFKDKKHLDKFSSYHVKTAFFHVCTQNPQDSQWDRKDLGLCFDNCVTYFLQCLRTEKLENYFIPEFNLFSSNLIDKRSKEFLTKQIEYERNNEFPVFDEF
Starred values were filed as active, the others as inactive; & = joins results of further samples. Cut-off read from the data, not from the text of the source, unless noted: active = inhibition above about 40%; inactive = the rest.

Sample of the layout, eleven compounds:
CCc1cccc2c(C(CC(=O)NC3CC3)c3ccc(Cl)c(Cl)c3)c[nH]c12 (stereo not given) was read as mcGAS inh -8, NPYLR7 ag 5 and hcGAS lum -5.
Screening CN(C(=O)c1ccncc1)C(C#N)c1cc(Br)ccc1F (stereo not given) returned NPYLR7 ag -1 and hcGAS lum 3.
Screening O=C(CN1C(=O)CCC1=O)Nc1nc(-c2ccccc2)cs1 returned mcGAS inh -6, NPYLR7 ag -3 and hcGAS lum -9.
Screening Cc1ccccc1OCC(O)CN(Cc1ccc(F)cc1F)CC1CC(c2ccccc2C)=NO1 (stereo not given) returned mcGAS inh -6, NPYLR7 ag -1 and hcGAS lum -5.
`O=C(NCCc1ccccn1)C1Cc2cc([N+](=O)[O-])ccc2N2CCN(c3ccccc3F)CC12` (stereo not given) gave mcGAS inh -4 and hcGAS lum -6.
`Cc1cc(CN2CCCC2)ccc1Oc1cncc(C(=O)N2CCCC2)n1` gave NPYLR7 ag -1 and hcGAS lum -2.
For Cc1nc2c(OCc3ccc(Cl)cc3Cl)cccn2c1N(C)Cc1cccs1 the results were mcGAS inh -4, NPYLR7 ag -5 and hcGAS lum -3.
Screening Cc1cc(C(=O)N2CCC(N(C)C)C2)ccc1NC(=O)c1ccco1 (stereo not given) returned NPYLR7 ag 2 and hcGAS lum -11.
CCn1ccc(C(=O)N2C[C@H]3C[C@H](C2)[C@H]2CCCC(=O)N2C3)n1 was read as mcGAS inh -5 and hcGAS lum -9.
For CCOc1ccc(NC(=O)c2cc(Cl)nc3ccccc23)cc1 the results were NPYLR7 ag 4 and hcGAS lum -2.
Screening O=C(c1ccccn1)C1CCCN(c2nccc(CCC(F)(F)F)n2)C1 (stereo not given) returned NPYLR7 ag 3 and hcGAS lum -4.

The list itself, from the first entry:
CCc1cccc2c(C(CC(=O)NC3CC3)c3ccc(Cl)c(Cl)c3)c[nH]c12 (stereo not given) was read as mcGAS inh -8, NPYLR7 ag 5 and hcGAS lum -5.
Screening CN(C(=O)c1ccncc1)C(C#N)c1cc(Br)ccc1F (stereo not given) returned NPYLR7 ag -1 and hcGAS lum 3.
Screening O=C(CN1C(=O)CCC1=O)Nc1nc(-c2ccccc2)cs1 returned mcGAS inh -6, NPYLR7 ag -3 and hcGAS lum -9.
Screening Cc1ccccc1OCC(O)CN(Cc1ccc(F)cc1F)CC1CC(c2ccccc2C)=NO1 (stereo not given) returned mcGAS inh -6, NPYLR7 ag -1 and hcGAS lum -5.
`O=C(NCCc1ccccn1)C1Cc2cc([N+](=O)[O-])ccc2N2CCN(c3ccccc3F)CC12` (stereo not given) gave mcGAS inh -4 and hcGAS lum -6.
`Cc1cc(CN2CCCC2)ccc1Oc1cncc(C(=O)N2CCCC2)n1` gave NPYLR7 ag -1 and hcGAS lum -2.
For Cc1nc2c(OCc3ccc(Cl)cc3Cl)cccn2c1N(C)Cc1cccs1 the results were mcGAS inh -4, NPYLR7 ag -5 and hcGAS lum -3.
Screening Cc1cc(C(=O)N2CCC(N(C)C)C2)ccc1NC(=O)c1ccco1 (stereo not given) returned NPYLR7 ag 2 and hcGAS lum -11.
CCn1ccc(C(=O)N2C[C@H]3C[C@H](C2)[C@H]2CCCC(=O)N2C3)n1 was read as mcGAS inh -5 and hcGAS lum -9.
For CCOc1ccc(NC(=O)c2cc(Cl)nc3ccccc23)cc1 the results were NPYLR7 ag 4 and hcGAS lum -2.
Screening O=C(c1ccccn1)C1CCCN(c2nccc(CCC(F)(F)F)n2)C1 (stereo not given) returned NPYLR7 ag 3 and hcGAS lum -4.
O=C(NCc1ccccc1OC(F)(F)F)C1CCC(=O)N(Cc2ccccn2)C1 (stereo not given) was read as mcGAS inh -3, NPYLR7 ag 2&-2 and hcGAS lum -10&-3.
Screening COc1ccc(OC)c2[nH]c(=O)c(CCNC(=O)c3cc(C)cc(C)c3)cc12 returned mcGAS inh -6, NPYLR7 ag 0 and hcGAS lum -3.
For CCc1nc(C)sc1CNc1nc(-c2ccccn2)nc2c1CCNC2 the results were mcGAS inh -9, NPYLR7 ag 6 and hcGAS lum -6.
CC(=O)Nc1ccc2nc(CN3CCN4CCNC(=O)C4C3)ccc2c1 (stereo not given) was read as mcGAS inh -1, NPYLR7 ag -3 and hcGAS lum 4.
`CCOCCNC(=O)c1c(C)noc1-c1cc(OC)cc(OC)c1` gave mcGAS inh -5, NPYLR7 ag 3 and hcGAS lum -8.
Screening COc1ccccc1C1CN(Cc2cccn2C)CC1CN(C(=O)C(C)C)C(C)C (stereo not given) returned mcGAS inh -3 and hcGAS lum 0.
For CCc1nc2ccc(C(=O)N(C)CCN(C)C)cn2c1N(CC)C(C)=O the results were mcGAS inh -1, NPYLR7 ag -3 and hcGAS lum -3.
`COCC(=O)Nc1ccc(N(C)C)c(CN(Cc2cccc(F)c2)C(=O)c2ccc(OC)cc2)c1` gave mcGAS inh -4, NPYLR7 ag -3 and hcGAS lum 1.
Screening CC(=O)Nc1cccc(NC(=O)CSc2nc(=O)n(CCCN(C)C)c3c2CCC3)c1 returned mcGAS inh -8, NPYLR7 ag 1 and hcGAS lum -7.
`CCN(CC(=O)NC(C)(C)C)C(=O)c1ccccc1-c1ccc(C(F)(F)F)cc1` gave NPYLR7 ag 1 and hcGAS lum -7.
`CNC(=O)C1CCCN1Cc1csc(C(C)(C)C)n1` (stereo not given) gave mcGAS inh -7, NPYLR7 ag 8&14 and hcGAS lum -7&-9.
Screening Cc1nc(C)c(Cc2cccc(Cl)c2)c(N2CCN(C(=O)c3ccco3)CC2)n1 returned mcGAS inh -8, NPYLR7 ag -2 and hcGAS lum -7.
O=C(NCCc1ccccc1F)N1CCCn2cncc2C1 was read as NPYLR7 ag 12 and hcGAS lum -6.
For CCN(CC(=O)NC1CCS(=O)(=O)C1)C(=O)C=Cc1ccc(Br)o1 (stereo not given) the results were mcGAS inh -2, NPYLR7 ag -1 and hcGAS lum 3.
CC(=O)NNC(=O)CNS(=O)(=O)c1ccccc1 was read as mcGAS inh -6, NPYLR7 ag 0 and hcGAS lum -6.
CN1CCCC[C@]2(C[C@H](C(=O)O)[C@H](c3ccco3)N2C(=O)c2ccc(F)cc2)C1=O was read as mcGAS inh -6, NPYLR7 ag 6 and hcGAS lum -2.
Nc1cc(N)nc(SCc2cccnc2)n1 was read as NPYLR7 ag -2 and hcGAS lum -7.
CC1CC(C)CN(CC(=O)N2CCN(S(=O)(=O)c3ccc(F)c(Cl)c3)CC2)C1 (stereo not given) was read as mcGAS inh -9, NPYLR7 ag -1 and hcGAS lum -10.
`COc1cc(OC)cc(C(=O)Oc2coc(CSc3nc(C)cs3)cc2=O)c1` gave mcGAS inh 8, NPYLR7 ag -13 and hcGAS lum 4.
COc1ccc(/C=C2\C=C(c3ccccc3)N(c3ccc(-c4ccccc4)cc3)C2=O)cc1 was read as mcGAS inh -6, NPYLR7 ag -1 and hcGAS lum -5.
For CNC(=O)NC(=O)CSc1nccn1-c1ccc(OC)cc1 the results were NPYLR7 ag 4 and hcGAS lum -12.
Screening Cc1cc(NC(=O)c2ccccc2)n(-c2nc3c(c(=O)[nH]2)CCC3)n1 returned mcGAS inh -7, NPYLR7 ag 9 and hcGAS lum -7.
For CS(=O)(=O)CCn1cnc(-c2ccccc2)c1-c1cc2ccccc2o1 the results were mcGAS inh -18, NPYLR7 ag 7 and hcGAS lum -2.
CCN1C(=O)SC(N(CCN2C(=O)CSC2=O)c2ccccc2)C1=O (stereo not given) was read as mcGAS inh -7, NPYLR7 ag 23 and hcGAS lum -4.
O=C(NC(C(=O)N1CCOCC1)C1CCN(C(=O)c2cccc(Br)c2)CC1)c1ccc(F)cc1 (stereo not given) was read as mcGAS inh -5, NPYLR7 ag 1 and hcGAS lum -7.
`Cc1nc2sc3c(=O)[nH]cnc3c2c2c1COC(C)(C)C2` gave NPYLR7 ag 6 and hcGAS lum 6.
Cc1nc(NCCn2cccn2)c2cnn(C)c2n1 was read as NPYLR7 ag -5 and hcGAS lum -6.
`CCNC(=O)N1CCN(CCCC(c2ccc(F)cc2)c2ccc(F)cc2)CC1` gave mcGAS inh -5, NPYLR7 ag 7 and hcGAS lum -2.
CCc1ncc(C(=O)N(CC)Cc2cc(Cl)ccc2OC)cn1 was read as mcGAS inh -15, NPYLR7 ag 3 and hcGAS lum -5.
Screening Cc1ccc(S(=O)(=O)NC(c2cccs2)C2CC2)cc1C (stereo not given) returned NPYLR7 ag 1 and hcGAS lum -18.
CC(=O)N1N=C(c2ccccc2)OC1C(=O)N1CCCC(C)(C)C1 (stereo not given) was read as NPYLR7 ag 10 and hcGAS lum -5.
`O=C(O[C@@H]1Cc2c(O)cc(O)cc2O[C@@H]1c1cc(O)c(O)c(O)c1-c1c([C@H]2Oc3cc(O)cc(O)c3C[C@H]2O)cc(O)c(O)c1O)c1cc(O)c(O)c(O)c1` gave mcGAS inh 37, NPYLR7 ag -6 and hcGAS lum 54*.
Screening O=C(c1ccc(F)cc1)N(CCCn1ccnc1)c1nc2c(F)cccc2s1 returned mcGAS inh -6, NPYLR7 ag -14 and hcGAS lum -3.
For Cc1cccc(C)c1Oc1ncccc1CNC(=O)[C@@H](N)[C@@H](C)O the results were mcGAS inh -8, NPYLR7 ag 7 and hcGAS lum 4.
`CCOc1ccc(S(=O)(=O)NCCCN2CCOCC2)c2ccccc12` gave mcGAS inh -5, NPYLR7 ag 10 and hcGAS lum -1.
`CC(=O)c1c(C)[nH]c(C(=O)Nc2nc(C)cs2)c1C` gave NPYLR7 ag 6 and hcGAS lum -5.
For O=C(c1n[nH]c(=O)c2ccccc12)N1CCC2(CCCN(Cc3ccc(F)c(F)c3)C2)C1 (stereo not given) the results were mcGAS inh -9, NPYLR7 ag -5 and hcGAS lum -4.
COc1ccc(-c2nc(N)nc3c2CN(CC2CC=CCC2)C3)cc1 (stereo not given) was read as mcGAS inh -8, NPYLR7 ag -6 and hcGAS lum -4.
For Cc1cccc(C(=O)NNC(=O)c2ccc(=O)n(Cc3ccccc3)c2)c1 the results were mcGAS inh -9, NPYLR7 ag -11 and hcGAS lum -9.
For CC1CCC2(OC1)OC1CC3C4CCC5C[C@@H](O)CCC5(C)C4=CCC3(C)C1[C@@H]2C (stereo not given in full) the results were mcGAS inh -5 and hcGAS lum -2.
Fc1ccc(C2=NNC3=Nc4ccccc4OC3C2)cc1 (stereo not given) was read as NPYLR7 ag 5 and hcGAS lum 0.
`Cc1ccc(OCc2nnc(NC(=O)c3ccco3)s2)c(C)c1` gave mcGAS inh -5, NPYLR7 ag -1 and hcGAS lum -6.
`Cc1ccc(C(=O)N2CCC(CCC(=O)N3CCC(Cc4ccccc4)CC3)CC2)cn1` gave NPYLR7 ag 6 and hcGAS lum -10.
For COC(=O)Cn1c(SCCOc2cccc(C)c2)nc2ccccc21 the results were mcGAS inh -8, NPYLR7 ag -2 and hcGAS lum -5.
CCNS(=O)(=O)c1cc(N(C)S(=O)(=O)c2ccc(Cl)cc2)c(C)cc1C was read as NPYLR7 ag 2 and hcGAS lum -11.
CC(CCC(=O)NCc1ccc2[nH]c3c(c2c1)CCCC3)N1CCN(C)CC1 (stereo not given) was read as mcGAS inh -15, NPYLR7 ag 6 and hcGAS lum -7.
For CNCCCCOc1cccc2c(=O)c3ccccc3oc12 the results were NPYLR7 ag -4 and hcGAS lum 13.
Screening CC1(C)[C@H]2CC[C@@H](CNC(=O)c3cc(=O)n(-c4ccccc4)[nH]3)[C@@H]1C2 returned NPYLR7 ag 7 and hcGAS lum 1.
Screening O=C(Nc1nnc(SCc2cccc(OC(F)(F)F)c2)s1)c1cccs1 returned mcGAS inh -3, NPYLR7 ag 7 and hcGAS lum -3.
Screening C/C(=C\c1ccccc1)CNCC(C)(C)N1CCN(C)CC1 returned NPYLR7 ag 13 and hcGAS lum -12.
`CSc1nc(NCC(C)C)c2cnn(CCNC(=O)Cc3ccc(F)cc3)c2n1` gave mcGAS inh 1 and hcGAS lum 2.
Screening CC(NC(=O)C1CCN(Cc2ccc(Cl)c(Cl)c2)CC1)c1ccccc1 (stereo not given) returned mcGAS inh -1, NPYLR7 ag 11 and hcGAS lum -3.
Screening Cc1nonc1CN(C)C(=O)c1cc(COc2ccccc2F)[nH]n1 returned mcGAS inh -13, NPYLR7 ag 16 and hcGAS lum -9.
`COC(=O)C1=C(C)N(C2CCCC2)C(=O)C1(NC(C)=O)C(F)(F)F` (stereo not given) gave NPYLR7 ag 9 and hcGAS lum -11.
CCOC(=O)C1=C(C)NC(=S)NC1c1ccc(OC)cc1OC (stereo not given) was read as mcGAS inh -6, NPYLR7 ag 2 and hcGAS lum -10.
`O=C(c1cc(CN2CCOCC2)on1)N1CCCC(Cc2noc(C3CC3)n2)C1` (stereo not given) gave mcGAS inh -6 and hcGAS lum -15.
Screening CCOC(=O)N1CCN(C(=O)CSc2nc3c(c(=O)n2-c2cccc(OC)c2)SCC3)CC1 returned mcGAS inh -8, NPYLR7 ag -9 and hcGAS lum -5.
For CN1OCC(S(=O)(=O)N2CCc3ccccc3C2)C1c1cccc(F)c1F (stereo not given) the results were NPYLR7 ag 4 and hcGAS lum -15.
`Cc1nc(N)[nH]c(=O)c1CCC(=O)O` gave NPYLR7 ag 5 and hcGAS lum -1.
`C1CCC(CN2CCCCC2)CC1` gave NPYLR7 ag -16 and hcGAS lum -1.
Screening O=C(Nc1cccc2ccccc12)N1CCN(Cc2ccccc2F)CC1 returned mcGAS inh -3, NPYLR7 ag 4 and hcGAS lum 2.
O=C(CSc1ccc(NC(=O)c2cccc(F)c2)nn1)NCC1CCCO1 (stereo not given) was read as NPYLR7 ag 1 and hcGAS lum -1.
`O=C(CSc1ncnc2sc3c(c12)CCCC3)NC1CCCCC1` gave mcGAS inh -4, NPYLR7 ag 1 and hcGAS lum 0.
`Cc1ccc(-c2nc(C)c(Cc3ccccc3)c(N3CCN(S(=O)(=O)c4cccc(C(F)(F)F)c4)CC3)n2)cc1` gave mcGAS inh -6, NPYLR7 ag -4 and hcGAS lum -10.
